# Source: PubChem (several laboratories)
# SKN-1 inh: C. elegans SKN-1 inhibition | AID 624304 | inhibition, % at 21.8 µM | hit rate 0.49% among 360,000 | C. elegans VP596 Pgst-4::GFP/RFP ratio, acrylamide-induced, 24 h;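 active = interference check ratio from 0.5 to 1.5 plus GFP to RFP signal ratio inhibition reaching or exceeding a fixed threshold, cut at about 30% in these data, passing the limit was not always enough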; note: some compounds called inactive have numbers as strong as hits
# NadD inh: NadD (S. aureus) enzyme inhibition; inhibition, % at 20 µM; hit rate 0.78% among 360,000; purified NadD enzyme, colorimetric absorbance read-out; AID 602399; in the data active = inhibition above about 26%; note: some compounds past the cut are filed as inactive
# CSN deneddyl inh: inhibitors of human CSN-mediated cullin deneddylation | Q92905 | Purified CSN, SCF-Nedd8-OG deneddylation, fluorescence polarization | inhibition, % at 12.5 µM | hit rate 0.38% among 360,000;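 active = pattern-corrected inhibition above about 35%, with an unprinted fluorescence ratio check between 0.5 and 1.5, limit read from the data, passing the limit was not always enough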;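 note: 0% = enzyme with substrate and 100% = substrate without enzyme; some results filed as inactive read as strong as hits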
#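 Material: purified human Csn5 enzyme expressed in HEK293T cells / Medium: Tris buffer pH 7.5, NaCl, DTT, Tween-20, trehalose, ovalbumin / Compound dosing: 12.5 µM single point / Schedule: 90 min incubation of compound, enzyme and substrate at room temperature / Signal: fluorescence polarization of the substrate / Control set: no-enzyme wells high, enzyme-with-substrate wells low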
# PABP1 MLLE inh: blocks PAM2 peptide binding to the PABP1 MLLE domain. GST-MLLE / FITC-PAM2 fluorescence polarization. inhibition, % at 20 µM. hit rate 0.36% among 360,000. AID 588489; in the data active = inhibition above about 35%, passing the limit was not always enough;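 note: plate controls were DMSO wells with GST-MLLE for no effect and wells lacking GST-MLLE protein for full effect; some results filed as inactive read as strong as hits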
# Rin1-Abl PPI inh: human Rin1-Abl interaction inhibition. P00519+Q13671. TR-FRET Rin1/Abl binding, biochemical. inhibition, % at 7.35 µM. hit rate 0.4% among 360,000. AID 588664; in the data active = inhibition above about 5%, passing the limit was not always enough
# FAS-TE inh: blocks the thioesterase domain of human fatty acid synthase; hit rate 0.67% among 360,000; recombinant FAS-TE, OMFH fluorogenic substrate, fluorescence endpoint; inhibition, % at 15 µM; P49327; AID 602261;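 active = compounds whose normalised, plate-corrected inhibition of enzyme fluorescence in the single-dose primary screen is 50% or more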;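 note: 0% = DMSO with enzyme and 100% = substrate without enzyme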
# MT1-MMP act inh: inhibitors of human MT1-MMP activation. GFP/RFP ratio change, % at 20 µM. hit rate 0.061% among 360,000. HT1080 RFP-PRO-GFP cells, GFP/RFP ratio fluorescence, overnight; percent of plate control window, DMSO zero. AID 651647. P50281;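 active = GFP/RFP ratio change of at least 30% with cell ATP level not reduced by more than half and red fluorescence within 50% of control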; note: strong numbers were not always called active
#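 Assay system: HT1080 RFP-PRO-GFP cells. Benchmarks: DMSO vehicle wells and RFP-L50D-GFP reporter cell wells. Times: overnight cell settling, then overnight compound exposure, 37 °C, 5% CO2. Compound: 20 µM single dose, 1% DMSO. Read-out basis: GFP/RFP fluorescence ratio.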
# Rpn11 block: blocks the human proteasome subunit Rpn11; human 26S proteasome, Ub4-pepOG fluorescence polarization; 20S core pre-blocked with epoxomicin; hit rate 0.59% among 360,000; calls only at 20 µM; O00487;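 active = inhibition at 20 µM, scaled to each plate's controls, above about 33%, limit read from the data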
# Neddyl block: inhibitors of human cullin neddylation; hit rate 0.58% among 360,000; TR-FRET cullin neddylation, biochemical; calls only at 25 µM; P61081+Q13564; in the data active = inhibition above about 36%
# * = called active by the depositor; i = inactive; . = no result given.
SMILES,SKN-1 inh,NadD inh,CSN deneddyl inh,PABP1 MLLE inh,Rin1-Abl PPI inh,FAS-TE inh,MT1-MMP act inh,Rpn11 block,Neddyl block
CCNC(=O)COc1ccc(S(=O)(=O)Nc2ccccc2)cc1,9,-2,4,10,-2,-8,-4,i,i
CN(C)c1ccc(/C=C(\NC(=O)c2ccccc2)C(=O)NCCCn2ccnc2)cc1,-5,4,4,-20,1,-4,-1,i,i
CC(=NC(C)C)C1=C(O)CCC1=O,0,-2,-1,-18,2,-7,3,i,i
CC(C)(C)c1ccc(C(=O)Nc2ccc(N3CCOCC3)cc2)cc1,11,4,0,5,1,4,6,i,i
O=C(COC(=O)c1ccccc1Br)NCc1ccccc1,7,-2,-8,4,-3,-6,-1,i,i
Cc1ccc(-c2nnc(N3CCN(C(=O)Cn4c(=O)n(C)c5ccccc54)CC3)c3ccccc23)cc1,4,0,-6,-2,0,-4,-4,i,i
CCOC(=O)c1ccc(Nc2ncnc3ccc(C)cc23)cc1,-28,-2,-7,3,-1,-4,-6,i,.
Cc1ccccc1-n1ncc2c1CC(C)(C)CC2NC(=O)CCN1Cc2ccccc2C1=O (stereo not drawn),28,4,4,13,2,-3,-2,i,i
C[N+](C)(C)CCCC(=O)c1ccc2c(c1)OCO2,0,0,-2,-2,0,-12,0,i,i
Cc1cc(NC(=O)COc2cccc(Oc3ccccc3)c2)no1,10,-11,3,-2,0,-8,-6,i,i
COc1ccccc1C(=O)Nc1nnn(C)n1,-4,2,4,-9,-3,-2,11,i,i
CCN(CC)S(=O)(=O)c1ccc(N=Nc2c(C)[nH]n(C(N)=S)c2=O)cc1,2,3,2,28,0,-5,12,i,i
CNC(=O)C(=O)N1CCC2(CC1)OCCN2S(=O)(=O)c1ccc(C)cc1,9,-4,-8,7,-1,-3,1,i,i
COc1cccc(OC)c1OC(=O)c1cnccn1,0,8,-6,5,3,-5,0,i,i
CCNC(=O)c1cc2c(c(-c3cccc(-c4cncnc4)c3)n1)[C@@H](CCO)N(C(C)=O)C2,16,-3,-7,.,.,-15,1,.,i
CCCCN(CCCC)S(=O)(=O)c1ccc(NS(=O)(=O)c2ccc(NC(C)=O)cc2)cc1,11,-11,1,-18,1,20,3,i,i
O=C(Cn1cc(C(=O)c2cccs2)c2ccccc21)NCc1cccs1,-9,-6,3,4,1,19,5,i,i
Cc1cc(NC(=O)c2ccc(N3C(=O)CCC3=O)cc2)no1,7,1,4,-10,3,-7,-4,i,i
COc1ccc(-c2cc(-c3ccc(OC)cc3)nc(-c3ccc4c(c3)NC(=O)CO4)c2)cc1,12,23,-2,6,-2,10,0,i,i
COc1ccc2c(c1)c1ccccc1n2C,14,-8,-1,-3,-2,9,-1,i,i
CCN(CC(=O)Nc1c(F)cccc1F)C(=O)c1ccc2c(c1)OCCO2,-5,-4,1,16,0,-2,-1,i,i
N#Cc1ccc(S(=O)(=O)N2CCC(C(=O)N3CCN(Cc4ccc5c(c4)OCO5)CC3)CC2)cc1,0,-3,8,-9,-1,8,-8,i,i
Cc1cc([N+](=O)[O-])nn1CC(=O)NCc1cccs1,5,-3,5,-22,0,5,1,i,i
Cc1ccccc1S(=O)(=O)/N=C(/c1ccccc1)N1CCOCC1,5,-6,-4,7,0,-5,0,i,i
Cn1cnnc1Sc1ccc(/C=C/C(=O)c2ccc(O)cc2)cc1[N+](=O)[O-],2,6,18,-3,-3,-9,13,i,i
COc1ccc(C(=O)COC(=O)CCC(=O)c2cccs2)cc1,3,-10,1,-16,1,6,0,i,i
CCCCCn1c(=O)[nH]c2cc(C(=O)O)ccc2c1=O,-7,-2,2,2,3,-2,-3,i,i
c1ccc(Sc2ncnc3c2oc2ccccc23)nc1,5,0,1,7,-65,-6,-9,i,i
Cc1ccc(C(=O)/C=C/C(=O)c2ccc(C)cc2)cc1,-5,-1,22,1,1,4,-7,i,i
CCN(CC)CCN(Cc1cc2cc3c(cc2[nH]c1=O)OCO3)C(=S)NCCCOC,-8,-6,0,-110,-2,-4,1,i,.

# Grouped by structure: the entries above containing an NH in an aromatic ring (3)
SMILES,SKN-1 inh,NadD inh,CSN deneddyl inh,PABP1 MLLE inh,Rin1-Abl PPI inh,FAS-TE inh,MT1-MMP act inh,Rpn11 block,Neddyl block
CCN(CC)S(=O)(=O)c1ccc(N=Nc2c(C)[nH]n(C(N)=S)c2=O)cc1,2,3,2,28,0,-5,12,i,i
CCCCCn1c(=O)[nH]c2cc(C(=O)O)ccc2c1=O,-7,-2,2,2,3,-2,-3,i,i
CCN(CC)CCN(Cc1cc2cc3c(cc2[nH]c1=O)OCO3)C(=S)NCCCOC,-8,-6,0,-110,-2,-4,1,i,.

# (continued)
SMILES,SKN-1 inh,NadD inh,CSN deneddyl inh,PABP1 MLLE inh,Rin1-Abl PPI inh,FAS-TE inh,MT1-MMP act inh,Rpn11 block,Neddyl block
CSc1ccc(Cn2c(C)c(C(=O)NCc3ccco3)sc2=O)cc1,-8,1,-5,8,1,1,1,i,i
COC(=O)[C@]1(Cc2ccccc2)N[C@H](CN(C)S(=O)(=O)c2ccc(OC(F)(F)F)cc2)[C@@H]2C(=O)N(C)C(=O)[C@@H]21,4,4,-4,-6,-3,1,3,i,i
C=CCNC(=S)NNC(=O)Cn1c(-c2ccccc2)cc(=O)n2ncnc12,-7,1,1,-42,2,-2,-3,i,i
O=C(Nc1cccc(F)c1)c1c(O)c2ccccc2[nH]c1=O,12,-4,0,13,-3,-2,2,i,i
CC(=O)Nc1ccc2[nH]c(C)c(CC=C(Cl)Cl)c(=O)c2c1,6,7,3,1,-1,-3,1,i,i
Cn1nccc1C(=O)Nc1sc2c(c1C#N)CCCC2,-13,-4,5,5,-2,-8,-1,i,i
Cc1[nH]c2ccccc2c1-c1ccc(Cl)nn1,-9,-5,-17,8,1,-2,-1,i,i
CS(=O)(=O)N(CC(=O)N1CCCCC1)c1sc2c(c1C#N)CCCC2,-8,-6,4,-4,2,-3,6,i,i
COc1ccc(CC(=O)Nc2nnc(C(C)(C)C)s2)cc1OC,3,3,0,-5,6,-8,3,i,i
O=C(NCCc1cccc(C(F)(F)F)c1)C1CCC(=O)N(C2CC2)C1 (stereo not drawn),7,1,-5,4,-1,-6,4,i,i
O=C(N/C(=C/c1ccccc1)C(=O)N1CCCCCC1)c1ccccc1,-1,6,-1,-11,2,-2,-1,i,i
COc1ccccc1C(C)NCC(=O)Nc1c(F)cccc1F (stereo not drawn),-1,-7,-5,0,-2,0,0,i,i
Cc1ccc(F)c(NC(=O)c2ccc(Cn3cc(Cl)cn3)cc2)c1,-3,-6,-6,7,1,14,5,i,i
S=C(NCc1ccco1)N1CCN(c2nc(-c3ccccc3)cs2)CC1,-9,-6,6,-120,1,37,0,i,i
CCOc1ccc(/C=C2\SC(=S)N(CCC(=O)Nc3cccc(C(=O)O)c3)C2=O)cc1,3,15,16,4,-1,15,0,i,i
CCOC(=O)N1CCN(C(=O)CSc2nnc(-c3cccc(Cl)c3)o2)CC1,-9,0,3,-3,-4,-1,0,i,i
CC(C)=CCCC1(C)C=Cc2c(c(C)cc3c2[nH]c2cc(O)ccc23)O1 (stereo not drawn),-1,0,2,-1,-3,33,6,i,i
O=C(O)c1ccc(CNCc2c(Cl)cccc2Cl)cc1,-2,9,3,-17,1,-8,0,i,i
O=C(CN1CCC(Cc2ccccc2)CC1)N1CCc2ccccc2C1,-4,8,-7,9,5,-3,4,i,i
CCOC(=O)c1ccc(NC(=O)CCCN2C(=O)NC3(CCCC3)C2=O)cc1,13,0,-1,-5,-4,0,2,i,i
Cc1nnc(SCc2ccccc2Cl)n1CC1CCCO1 (stereo not drawn),2,9,5,-1,1,-5,1,i,i
O=C(CNC(=O)c1cccs1)N/N=C/c1c(F)cccc1Cl,9,-3,0,-1,1,-2,4,i,i
COc1ccc(C)cc1NC(=O)NC1CCCc2ccccc21 (stereo not drawn),-15,-7,1,6,-1,7,-4,i,i
COc1ccc(N2C(=O)CC(Nc3ccc(C)cc3)C2=O)cc1 (stereo not drawn),0,0,-6,3,-1,-9,3,i,i
C#CCOCCOCCOCCNc1nc(N2CCN(C(=O)[C@H](CCCN=C(N)N)n3cc(C(N)[C@@H](C)CC)nn3)CC2)nc(N2CCN(C(=O)[C@H](CO)n3cc([C@@H](N)C(C)C)nn3)CC2)n1 (stereo partly drawn),1,-6,5,-2,-3,-6,3,i,i
COc1ccc(NS(=O)CCCc2ccccc2)cc1 (stereo not drawn),1,-2,-1,-4,1,-4,6,i,i
CC1(C)Cc2c(sc3ncn4nc(-c5ccco5)nc4c23)CO1,12,0,2,2,2,-2,-1,i,.
CC(C)CNC(=O)Nc1ccc(F)c(Cl)c1,-15,3,0,-3,3,-7,-3,i,i
CN(C)c1ccc(/C=C/c2nnnn2-c2ccccc2)cc1,2,-4,-1,-16,0,10,3,i,.
Cn1c(N)c(C(=O)CSc2nc3ccccc3n2-c2ccccc2)c(=O)n(C)c1=O,-26,2,6,-78,1,-4,1,i,i

# A few values from above:
# For PABP1 MLLE inh, CC(C)CNC(=O)Nc1ccc(F)c(Cl)c1 reads -3
# For PABP1 MLLE inh, COc1ccc(N2C(=O)CC(Nc3ccc(C)cc3)C2=O)cc1 (stereo not drawn) reads 3

# An excerpt from above in order of their number in Rin1-Abl PPI inh, falling:
mol,SKN-1 inh,NadD inh,CSN deneddyl inh,PABP1 MLLE inh,Rin1-Abl PPI inh,MT1-MMP act inh,Rpn11 block,Neddyl block
CCN(CC(=O)Nc1c(F)cccc1F)C(=O)c1ccc2c(c1)OCCO2,-5,-4,1,16,0,-1,i,i
COc1ccc(C)cc1NC(=O)NC1CCCc2ccccc21 (stereo not drawn),-15,-7,1,6,-1,-4,i,i
C#CCOCCOCCOCCNc1nc(N2CCN(C(=O)[C@H](CCCN=C(N)N)n3cc(C(N)[C@@H](C)CC)nn3)CC2)nc(N2CCN(C(=O)[C@H](CO)n3cc([C@@H](N)C(C)C)nn3)CC2)n1 (stereo partly drawn),1,-6,5,-2,-3,3,i,i

# Next structures follow.
SMILES,SKN-1 inh,NadD inh,CSN deneddyl inh,PABP1 MLLE inh,Rin1-Abl PPI inh,FAS-TE inh,MT1-MMP act inh,Rpn11 block,Neddyl block
COCCNC(=O)c1cnn2c1NC(c1ccco1)CC2C(F)(F)F (stereo not drawn),-7,2,-2,9,2,-9,-2,i,i
CC(Sc1nnc(COc2ccc3ccccc3c2)n1C)C(=O)O (stereo not drawn),12,2,6,-112,2,-6,0,i,i
Cc1cc(N2CCCCC2)nc2ccc(NC(=O)c3ccc(Br)o3)cc12,12,2,5,-14,-2,17,2,i,i
CCCc1nnc(NC(=O)CCC(=O)N2CCC(C)CC2)s1,-11,5,-2,-12,2,-1,3,i,i
CCOC(=O)c1[nH]c2ccccc2c1NC(=O)c1nonc1C,0,-3,4,4,-3,-1,2,i,i
O=c1[nH]c(NCCCO)nc2c1C1(CCCC1)Cc1ccccc1-2,14,-4,-1,-40,1,4,5,i,.
